Mito fusion act: inhibitors of mitochondrial division or activators of mitochondrial fusion; AID 485298; S. cerevisiae fusion-defective mutant growth rescue, CellTiterGlo 48 h; 0.23% of 320,000 active; Potency, µM (titrated, usually from 46.1 µM), for the others: at the highest dose growth rescue (activation), hits mostly activators;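 also: potency is read from the fitted curve at half-maximal effect; % of control where 0% means no effect; nearly all actives have a fitted effect of over 45% in size; temperature-sensitive fusion mutants such as fzo1-1 at 37 °C on non-fermentable ethanol glycerol medium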
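Compounds are tested for their ability to restore growth of mitochondrial fusion-defective yeast strains at non-permissive 37C in YPEG medium over 48 hours. Viability is quantified by luciferase luminescence.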
TCR act: T cell receptor activation. 330,000 tested, under 10 active. primary human leukocytes, anti-CD3, IL-2 HTRF, 48 h. Potency, µM (top dose mostly 9.22 µM), without a hit: at the highest dose activation of IL-2 secretion, hits mostly activators. AID 504894; also: % of control where 0% means no effect
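Activity was scored as IL-2 release from primary human leukocytes given only a TCR signal (a-CD3 beads) plus compound for 48 hr. Detection used a two-antibody HTRF format read at 665nm.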
Eya2 phos inh: Eya2 (human) phosphatase inhibition | Potency, µM (top dose mostly 76.9 µM), for inactives: at the highest dose activity, negative = inhibition, hits mostly inhibitors | recombinant Eya2, OMFP fluorescence dephosphorylation (OMFP is methylfluorescein phosphate) | O00167 | 0.006% of 330,000 active; also: potency is read from the fitted curve at half-maximal effect; % is scaled to controls: 0 for no effect and ±100 for the full control effect
Target sequence (O00167 whole entry, looked up): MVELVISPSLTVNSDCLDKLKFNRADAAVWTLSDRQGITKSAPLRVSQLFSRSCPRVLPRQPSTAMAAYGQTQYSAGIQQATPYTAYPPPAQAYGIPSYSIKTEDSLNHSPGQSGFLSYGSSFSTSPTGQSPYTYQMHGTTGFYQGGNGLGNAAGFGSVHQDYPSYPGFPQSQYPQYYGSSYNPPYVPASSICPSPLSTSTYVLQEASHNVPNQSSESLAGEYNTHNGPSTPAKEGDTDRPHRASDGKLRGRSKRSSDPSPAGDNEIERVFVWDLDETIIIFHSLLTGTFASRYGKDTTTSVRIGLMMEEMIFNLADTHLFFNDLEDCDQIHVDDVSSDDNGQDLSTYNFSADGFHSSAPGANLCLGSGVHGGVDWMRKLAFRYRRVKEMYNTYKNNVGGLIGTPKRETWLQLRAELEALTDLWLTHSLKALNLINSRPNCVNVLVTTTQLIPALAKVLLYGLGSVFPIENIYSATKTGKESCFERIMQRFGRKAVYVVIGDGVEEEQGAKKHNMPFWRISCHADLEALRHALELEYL
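Eya2 (0.2 uM) preincubated 10 min at ambient with compound, then OMFP substrate added at 50 uM; 10 min reaction in 50 mM HEPES pH 7.5, 50 mM NaCl, 5 uM MgCl2, 0.05% BSA, 1 mM DTT. Fluorescence read at Ex 485/Em 525 nm.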
uPA generation: inhibitors of cell surface uPA generation. cell surface uPA generation assay, qHTS. Potency, µM (highest dose often 38.3 µM), inactives show top-dose activity change, negative = inhibition, most hits filed as inhibitors. 0.31% of 330,000 active. AID 540303; active = well fitted inhibition curve with a large enough effect; inconclusive = small, poorly fitted or top-dose-only effect; inactive = no such curve, though single readings can be large or run the other way; tested in mouse RAW 264.7 cells; also: potency is read from the fitted curve at half-maximal effect; % is scaled to controls: 0 for no effect and ±100 for the full control effect; nearly all actives have a fitted effect of over 55% in size
Chronic BCR inh: inhibitors of chronic active B-cell receptor signaling; ABC-DLBCL IkBa-CBG/CBR reporter, luminescence ratio, 4 h; Potency, µM (top dose mostly 46.1 µM), for inactives: at the top dose ratio change, negative = lower green/red ratio, most hits filed as inhibitors; 0.05% of 340,000 active; AID 493014; active = well fitted inhibition curve with a large enough effect in the signal ratio, with a control signal flat, not every such curve was filed as active; inconclusive = small, poorly fitted or top-dose-only effect, or effect the other way, or a change in a side signal; the % refers to the signal ratio;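 also: potency is read from the fitted curve at half-maximal effect; plate controls were basal doxycycline-induced cells for no effect and cells given 10 µM MG132 for full effect; MG132 reads +100%, hits lower the ratio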
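TMD8 human ABC-DLBCL cells with doxycycline-inducible IκBα–green luciferase fusion and unfused red luciferase, in 0.5% FBS medium; compounds up to 46 uM, 4 h at 37C. Green/red luminescence ratio, filter-overlap corrected, fitted to concentration-response curves.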
B2AR arrestin: recruits beta-arrestin to the human beta2-adrenergic receptor | beta-arrestin recruitment to beta2AR, cell-based reporter | P07550 | 0.02% of 330,000 active | Potency, µM (highest dose often 46.1 µM), inactives show at the top dose activation, most hits filed as activators;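 also: potency is read from the fitted curve at half-maximal effect; 0% = DMSO controls and full agonism = EC100 isoproterenol or metaproterenol; nearly all actives have a fitted effect of over 65% in size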
USP2a block: inhibitors of human ubiquitin-specific protease USP2a. USP2 core, Ub-CHOP2 coupled fluorogenic reporter, 485/531. Potency, µM (titrated, usually from 38.3 µM), for the others: top-dose activity change, negative = inhibition, most hits filed as inhibitors. 0.01% of 330,000 active;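 also: potency is read from the fitted curve at half-maximal effect; plate controls were DMSO wells for no effect and full inhibition by NEM control for full effect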
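USP2 core (10nM final) preincubated 30min RT with compound in 20mM Tris-HCl pH 8.0, 2mM CaCl2, 2mM beta-mercaptoethanol, 0.05% CHAPS; 25nM Ub-CHOP2 plus 25nM reporter substrate added, fluorescence (Ex485/Em531) read after 60min.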
TSHR antagonist: blocks TSH signaling through the human TSH receptor; P16473; TSHR-expressing cells, TSH-stimulated cAMP HTRF, 2 h; hits give low values; activity change, negative = inhibition, % at 11.5 µM; 0.2% of 330,000 active;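 active = activity change below a set negative limit, meaning inhibition stronger than a set level, cut at about -70% in these data; inconclusive = activity change between two set negative limits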; also: % is scaled to controls: 0 for no effect and ±100 for the full control effect
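TSHR-expressing cells were treated with compounds, then stimulated with TSH at EC80 (4nM final) for 2 hours at 37 deg C. Cellular cAMP was measured by HTRF competition between lysate cAMP and cAMP-d2 for a cryptate-labelled anti-cAMP antibody.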
ELG1 repair inh: blocks ELG1-dependent DNA repair in HEK293T cells. HEK293T ELG1-luciferase reporter, luminescence, 16 h; DNA damage induced by 5-fluorouridine. Potency, µM (top dose mostly 46.1 µM), inactives show top-dose activity change, negative = inhibition, most hits filed as inhibitors. 2.3% of 330,000 active. AID 504467; also: potency is read from the fitted curve at half-maximal effect; % is scaled to controls: 0 for no effect and ±100 for the full control effect; nearly all actives have a fitted effect of over 55% in size
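5-Fluorouridine DNA damage + compound/DMSO, 2,000 cells/well, 16 h, 37 °C/5% CO2. ONE-Glo, 30 min RT, luminescence. Readout = decrease in reporter signal.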
Tb PFK block: blocks T. brucei phosphofructokinase. O15648. T. brucei PFK, ADP-Glo luminescence. Potency, µM (doses to about 57.5 µM), for inactives: top-dose activity, negative = inhibition, hits mostly inhibitors. 0.17% of 330,000 active. AID 485367;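 also: potency is read from the fitted curve at half-maximal effect; 0% = uninhibited 1x PFK enzyme wells and -100% = no-enzyme wells; nearly all actives have a fitted effect of over 60% in size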
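Luminescent ADP detection (ADP-Glo, two-step: ATP depletion then ADP-to-ATP conversion for luciferase) reported PFK activity after 45 min room-temperature reaction of 1.25 nM enzyme with 0.5 mM F6P and 0.1 mM ATP at pH 8.0.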
PTAP TSG101 blk: blocks PTAP/TSG101 interaction to inhibit HIV-1 budding; Q99816; Fluorescence polarization, FITC-PTAP peptide / Tsg101 binding; Potency, µM (highest dose often 115 µM), without a hit: at the highest dose activity change, negative = inhibition, hits mostly inhibitors; 340,000 tested, under 10 active; AID 493005; active = well fitted inhibition curve with a large enough effect in the main read-out, with a control signal flat, not every such curve was filed as active; inconclusive = small, poorly fitted or top-dose-only effect, or effect the other way, or a change in a side signal; inactive = no such curve, though single readings can be large or run the other way; also: potency is read from the fitted curve at half-maximal effect; % of control where 0% means no effect
Target sequence (Q99816 whole entry, looked up): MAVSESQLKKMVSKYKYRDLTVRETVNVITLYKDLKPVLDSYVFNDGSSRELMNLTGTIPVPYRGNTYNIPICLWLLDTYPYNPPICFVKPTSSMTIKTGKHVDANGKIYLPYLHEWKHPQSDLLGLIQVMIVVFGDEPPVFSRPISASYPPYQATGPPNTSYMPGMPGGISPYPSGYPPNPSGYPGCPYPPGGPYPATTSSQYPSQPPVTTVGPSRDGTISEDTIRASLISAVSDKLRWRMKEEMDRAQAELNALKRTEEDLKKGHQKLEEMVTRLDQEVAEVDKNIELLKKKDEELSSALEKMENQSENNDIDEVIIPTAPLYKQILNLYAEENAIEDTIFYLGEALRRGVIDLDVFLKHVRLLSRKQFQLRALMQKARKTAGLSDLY
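FP read-out: FITC-PTAP peptide, 50 nM final, binding Tsg101 binding domain, 10 uM final; 20 min, r.t.; 10 mM HEPES pH 7.5, 0.15 M NaCl, 0.01% Tween 20, 3 mM EDTA, 0.1 mM TCEP.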
* = called active by the depositor; ? = inconclusive; . = no result given; [ ] = another dose, or the depositor's remark. Unless noted, calls follow the shape of the dose curve; as a rule, active = well fitted curve in the direction sought with a large enough effect; inconclusive = small, poorly fitted or top-dose-only effect, or another doubt; inactive = no such curve, though single readings can be large; an effect the other way counts as inactive or inconclusive.

SMILES	Mito fusion act	TCR act	Eya2 phos inh	uPA generation	Chronic BCR inh	B2AR arrestin	USP2a block	TSHR antagonist	ELG1 repair inh	Tb PFK block	PTAP TSG101 blk
CCN(CC)C(=O)c1nn(-c2ccccc2)c2c1C1CCC2(C)C1(C)C (configuration not stated)	0%	-1%	-9%	-15%	-8%	-0.1%	-5%	-30	-15%	0%	0%
CCOC(=O)c1c(CN2CCN(C)CC2)n(-c2ccccc2)c2cc(Br)c(O)cc12	1%	-11%	1%	-9%	-12%	0.0%	0%	1	-6%	-14%	-4%
CC(NC(=O)c1cnc2n(c1=O)CCS2)c1ccccc1 (configuration not stated)	2%	-1%	8%	5%	.	-0.2%	-1%	0	0%	-1%	-16%
Cn1c(=O)c2c(nc(NCc3ccco3)n2C)n(C)c1=O	-3%	-2%	-12%	0%	20%	-0.6%	3%	-8	2%	-1%	-4%
CCN(CC)S(=O)(=O)c1ccc(C(=O)Nc2ccc(Cc3ccncc3)cc2)cc1	-6%	0%	11%	-6%	?	0.0%	4%	-30	?	3%	1%
CCCCCC(=O)Nc1cc(S(=O)(=O)N2CCCCC2)ccc1N1CCOCC1	1%	-10%	4%	-3%	-7%	-1.3%	-2%	7	?	-10%	-1%
COc1ccc(C2/C(=C(/O)c3ccc(C)cc3)C(=O)C(=O)N2C)c(OC)c1 (configuration not stated)	0%	.	-7%	1%	0%	-0.3%	-2%	-2	0%	-14%	-2%
COc1ccccc1Nc1nc(NCc2ccco2)c2ccccc2n1	1%	-4%	3%	4%	-2%	0.1%	1%	-10	21µM*	1%	1%
CCOc1ncccc1C(=O)NCCc1c[nH]c2ccccc12	11%	5%	-12%	-1%	?	-0.3%	-1%	1	?	-5%	-4%
O=C(c1cccc(OC2CCN(Cc3cccc(OCCO)c3)CC2)c1)N1CCCC1	0%	-3%	12%	-13%	3%	0.0%	2%	2	3%	-1%	.
CCOc1ccc(C(C)=O)cc1COC(=O)CNC(=O)C12CC3CC(CC(C3)C1)C2	.	1%[46.1 µM]	-3%	-4%	-1%	-0.5%	2%	-11	?	-4%	2%
COc1cc(Cl)c(C)cc1Nc1ncccn1	-11%	-1%	-1%	.	-7%	-0.4%	3%	6	15%	3%	0%
O=Cc1c[nH]c2ccc(OCc3ccccc3)cc12	0%	1%	-3%	12%	?	-0.7%	0%	-8	?	0%	-4%
Cc1c(-c2ccncc2)oc2ccc(Br)cc2c1=O	-2%	.	15%	.	?	0.1%	3%	6	?	0%	.
Cc1cccc(NC(=O)CNC(=O)C(NC(=O)Cc2ccccc2)C(C)C)c1C (configuration not stated)	-5%	-5%	4%	-17%	-1%	0.2%	2%	28	13%	0%	0%
CCOC(=O)Cn1c(O)c(N=NC(=O)CNC(=O)Cc2ccccc2)c2ccccc21	7%	-6%	3%	0%	-1%	0.3%	2%	-4	14%	-1%	-5%
CCOC(=O)CCNC(=O)N1CCCC(C(=O)c2cc(C)c(OC)c(C)c2)C1 (configuration not stated)	2%	.	-5%	3%	-1%	-0.9%	0%	-5	-16%	1%	-1%
COc1ccc(NC(=O)CSc2nnc(Cc3cccn3C)n2CCc2ccccc2)cc1OC	-3%	.	-15%	8%	-2%	0.3%	1%	-12	4%	3%	.
CCOC(=O)C1(CCc2ccccc2)CCN(Cc2cc(OC)c(OC)cc2OC)CC1	-5%	-6%	-13%	?	-1%	-0.8%	-1%	11	?	-3%	-4%
CCn1cc(C(=O)Nc2cc(C)ccc2C)c(=O)c2ccc(C)nc21	7%	.	4%	.	0%	0.2%	1%	6	13%	1%	.
CCOc1ccc(CN2CCC(=O)NC2=O)cc1	-3%	-62%	-6%	4%	2%	-0.7%	3%	-4	6%	-1%	-4%
COc1cccc(C=Nc2ccccc2C(=O)Nc2ccccc2)c1O	-2%	-4%[46.1 µM]	-12%	-4%	-1%	-1.7%	-1%	4	?	6%	-2%
O=C1CSC(c2ccccc2)N1CCc1ccccc1 (configuration not stated)	1%	.	-9%	?	2%	-0.8%	3%	1	-15%	-6%	3%
CCOCCn1c(CN2CCC(C)CC2)nc2c1c(=O)n(C)c(=O)n2C	-8%	.	2%	.	2%	-0.2%	0%	3	12%	2%	.
CCOC(=O)c1sc(S(C)=O)c2c1CCc1conc1-2 (configuration not stated)	2%	10%	13%	-17%	13%	-0.2%	-1%	-5	-10%	-1%	-7%
CCc1ccc(NC(=O)Cn2nc(C(=O)O)c3ccccc3c2=O)cc1	20%	6%	1%	1%	-1%	-0.3%	-1%	4	5%	2%	1%
CC(CC(=O)NCCc1ccc(F)cc1)c1ccccc1 (configuration not stated)	7%	.	4%	-1%	-1%	0.0%	0%	8	?	1%	-5%
Cc1cc2nnc(SCC(=O)N3CCCCCC3)n2c(N)n1	4%	3%	2%	5%	?	0.0%	-1%	22	-8%	-2%	-1%
Cc1c(Cl)cccc1NC(=O)[C@@]1(CC(=O)O)CC(/C=C/c2ccccc2)=NO1	-10%	6%	14%	2%	6%	0.5%	-6%	-6	1%	1%	-2%
COC(=O)N/N=C\c1cccc(OC(=O)c2cccs2)c1	9%	-9%	5%	0%	-10%	0.1%	0%	-2	13%	2%	1%
COc1cccc(C(NC(=O)c2ccccc2F)NC(=O)c2ccccc2F)c1	-1%	.	-19%	-3%	?	-0.1%	2%	-2	-3%	2%	-4%
C=CCNC(=S)N/N=C/c1ccc(C)cc1C	8%	.	-2%	0%	?	?	-3%	4	?	2%	-4%
CCOc1ccc(-n2nc(C(=O)N3CCN(CC)CC3)c3ccccc3c2=O)cc1	-2%	0%[46.1 µM]	-5%	.	0%	0.5%	1%	20	?	1%	-2%
COc1ccc(N2C(=O)/C(=C\c3ccco3)N=C2SCC(=O)N(C(C)C)C(C)C)cc1Cl	4%	9%[46.1 µM]	-6%	10%	-3%	4.0%	1%	8	13µM*	-6%	-1%
COc1ccc(CCNC(=O)c2cc3c(=O)n4ccccc4nc3n(Cc3ccco3)c2=N)cc1OC	-3%	-4%	-1%	2%	8%	0.0%	4%	-5	3%	3%	1%
CCC(=O)N/C(=N/c1nc(C)cc(C)n1)Nc1ccc(C)cc1	10%	4%	9%	10%	?	-1.1%	3%	-1	?	-12%	-1%
COc1ccc(CNC(=O)CCc2c(C)nc3ncnn3c2C)cc1	2%	-2%	13%	7%	4%	-0.4%	3%	11	2%	-1%	-1%
O=C1COC(c2ccccc2)C2CCCCN12 (configuration not stated)	-1%	2%[46.1 µM]	-3%	6%	1%	-0.3%	-5%	5	-17%	6%	-5%
O=C(OCC(=O)N1CCOCC1)c1cccc(F)c1	-11%	5%	-1%	1%	-21%	0.3%	0%	25	?	0%	2%
COc1cccc(N2CC(C(=O)Nc3c(C(N)=O)oc4ccccc34)CC2=O)c1 (configuration not stated)	-4%	-8%	-17%	3%	10%	-0.3%	2%	10	-15%	15%	1%
COc1ccc(NC(=S)NC(=O)Cc2ccccc2)cc1	-15%	0%	-7%	-6%	2%	-0.2%	0%	-6	?	5%	-5%
O=C(COc1ccc(Br)cc1CNCCc1ccccc1)NCc1ccccc1	-15%	-1%	-8%	?	?	-1.0%	3%	9	8%	4%	0%
Cn1c(=O)c2c(nc(NNC(=O)C(F)(F)F)n2C)n(C)c1=O	-7%	7%	2%	1%	-3%	-0.2%	10%	14	?	-15%	-2%
CCCCCc1ccc(-c2cn(Cc3cccc(OC)c3)nn2)cc1	-6%	3%	-15%	3%	?	-0.9%	2%	-14	2%	1%	0%
COc1ccc(CCNc2ccc(C(CC(N)=O)NC(=O)c3cc(C)cc(C)c3)cc2[N+](=O)[O-])cc1 (configuration not stated)	2%	-2%	17%	10%	5%	0.2%	3%	1	?	-3%	0%
CCOC(=O)c1[nH]c(C)c(C(=O)Nc2cccc(Cl)c2C)c1C	1%	1%	12%	.	0%	-0.2%	5%	-3	-11%	5%	-4%
Cc1cccc(NC(=O)CS(=O)(=O)c2cn(C)c3ccccc23)c1C	4%	4%	-5%	11%	?	-0.1%	-1%	14	-4%	9%	1%
CCCCNC(=O)Cc1cc(=O)[nH]c(=O)[nH]1	-3%	-9%	-2%	1%	5%	0.0%	2%	-1	6%	0%	0%

Compound activity: PubChem, National Center for Advancing Translational Sciences (NCATS)

Compounds were not picked by outcome; 3% or so of the library scored in one or more.
